S1P2 blocker – S1P2 (human) receptor antagonism. O95136. cell-based S1P2 antagonist assay, inhibition at 5 uM. inhibition, % at 5 µM. 97,000 compounds, 0.21% hits. AID 736; in the data active = inhibition above about 45%;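 note: CRE beta-lactamase reporter cells expressing human S1P2 stimulated with S1P; 0% = agonist at EC80 alone and 100% = agonist plus reference antagonist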
Target sequence (O95136 whole entry, looked up): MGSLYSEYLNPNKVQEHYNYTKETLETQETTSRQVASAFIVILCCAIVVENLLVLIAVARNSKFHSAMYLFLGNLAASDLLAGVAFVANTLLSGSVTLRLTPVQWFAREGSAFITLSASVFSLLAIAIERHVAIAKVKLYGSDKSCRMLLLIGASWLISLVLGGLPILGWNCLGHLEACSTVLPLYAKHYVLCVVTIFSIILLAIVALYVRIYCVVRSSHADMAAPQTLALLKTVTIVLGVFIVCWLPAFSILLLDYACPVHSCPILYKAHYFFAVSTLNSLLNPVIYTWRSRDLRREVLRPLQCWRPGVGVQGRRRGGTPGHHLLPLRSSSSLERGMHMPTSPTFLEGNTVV
HUVEC inhibit – inhibitors of human endothelial cell proliferation; HUVEC proliferation, CellTiter-Glo luminescence, 72 h; active compounds read low; viability, % at 10 µM (by protocol); 86,000 compounds, 1.1% hits; AID 648;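 active = viability at or below 30%; inactive = viability above 30%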;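 note: 100% = median luminescence of DMSO-only cell control wells on each plate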
PTPN22 act – activators of human LYP (PTPN22) phosphatase; Q9Y2R2; recombinant LYP, DiFMUP fluorescence; 0 = plate median, 100 = signal doubled; activation, % at 2 µM; 96,000 compounds, 0.11% hits; AID 697;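 active = activation at 2 µM above a set limit, the mean plus 5 SD, cut at about 37% in these data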
PostGolgi ctrl – inhibits growth of the yeast control strain. inhibition, % at 10 µM. 98,000 compounds, 5% hits. efflux-deficient yeast background strain, growth absorbance A615, 16 h. AID 738; in the data active = inhibition above about 30%
S1P2 ag – S1P2 (human) receptor agonism; O95136; S1P2-expressing cell line, agonist reporter read-out; activation, % at 4.5 µM; 97,000 compounds, 0.46% hits; in the data active = activation above about 16%;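 note: 0% = vehicle low control and 100% = maximal reference agonist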
sEH activator – soluble epoxide hydrolase (human) activation; P34913; purified human sEH enzymatic activity, activator screen; activation, % at 2 µM; 91,000 compounds, 0.04% hits; in the data active = activation above about 37%; note: values of inactives mirror those of a sister screen read the other way
Target sequence (P34913 whole entry, looked up): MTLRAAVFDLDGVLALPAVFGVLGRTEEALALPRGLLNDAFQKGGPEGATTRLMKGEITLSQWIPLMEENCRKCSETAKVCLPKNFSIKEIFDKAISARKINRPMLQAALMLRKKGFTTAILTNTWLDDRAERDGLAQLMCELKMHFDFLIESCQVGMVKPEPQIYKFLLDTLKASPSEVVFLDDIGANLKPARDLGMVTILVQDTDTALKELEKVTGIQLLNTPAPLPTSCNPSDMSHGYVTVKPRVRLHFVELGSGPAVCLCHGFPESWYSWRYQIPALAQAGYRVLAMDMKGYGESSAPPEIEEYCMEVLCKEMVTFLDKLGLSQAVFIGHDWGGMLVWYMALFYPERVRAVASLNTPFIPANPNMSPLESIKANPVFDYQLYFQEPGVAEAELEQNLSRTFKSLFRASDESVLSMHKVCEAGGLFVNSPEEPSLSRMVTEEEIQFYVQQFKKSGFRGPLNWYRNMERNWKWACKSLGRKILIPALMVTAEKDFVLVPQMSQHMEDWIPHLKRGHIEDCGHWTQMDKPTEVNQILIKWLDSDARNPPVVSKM
sEH inhibitor – blocks human soluble epoxide hydrolase activity; P34913; recombinant human sEH enzymatic activity assay; inhibition, % at 2 µM; 91,000 compounds, 0.34% hits; in the data active = inhibition above about 80%; note: values of inactives mirror those of a sister screen read the other way; many of its hits are not listed in these tables
H69AR inhibit – growth inhibitors of human H69AR lung tumor cells; viability, % at 10 µM; 85,000 compounds, 6% hits; H69AR lung tumor viability, ATP luminescence, 72 h; active compounds read low;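 active = viability at or below 40%; inactive = viability above 40%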;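 note: multidrug resistant small cell line overexpressing MRP-1 efflux transporter; 100% = mean luminescence of untreated control wells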
Fibroblast inh – blocks proliferation of human lung fibroblasts | LL 47 human lung fibroblast viability, ATP luminescence; active compounds read low | viability, % at 10 µM | 85,000 compounds, 1.1% hits;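 active = viability at or below 50% in the single dose screen; inactive = viability above 50%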;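 note: compound exposure lasted 72 h before the ATP readout; 100% = median luminescence of untreated cell-only wells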
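test system = LL 47 human lung fibroblasts | amount = 1,150 fibroblasts seeded per well | medium = 15% FBS in IMEM | times = overnight cell rest, 72 h compound treatment at 37 °C | measured by = CellTiter-Glo luminescence measuring cellular ATP | read-out = viability percentage against median untreated-cell control | benchmarks = cell-only wells, no compound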
Numbers without * were called inactive; nt = no result given.

SMILES	S1P2 blocker	HUVEC inhibit	PTPN22 act	PostGolgi ctrl	S1P2 ag	sEH activator	sEH inhibitor	H69AR inhibit	Fibroblast inh
Cc1c(S(=O)(=O)Nc2ccc3c(c2)OCCO3)c(=O)n(C)c(=O)n1C	-17	93	-5	-6	2	28	-29	86	92
CCC(=O)Nc1nc2n(n1)C(c1ccc(OC)cc1)C=C(c1ccccc1)N2 (configuration not stated)	8	91	15	9	-6	16	-20	78	93
CC(=O)Nc1ccc(S(=O)(=O)Nc2nc3n(n2)C(c2ccccc2)CC(=O)N3)cc1 (configuration not stated)	-12	96	2	-5	0	12	-9	76	92
COc1cc(OC)nc(Oc2ccccc2C(=O)Oc2ccc(C)cc2)n1	-13	nt	10	25	-5	-1	6	nt	nt
COc1ccc2nc(NC(=O)c3cnccn3)sc2c1	-2	76	-6	12	-5	0	3	54	91
CN1C(=O)N(C)C2(c3ccccc3)NC(=O)NC12c1ccccc1 (configuration not stated)	-7	105	28	12	-5	0	-2	99	93
O=C(Cn1nnc(-c2ccc(S(=O)(=O)N3CCCC3)cc2)n1)Nc1ccccc1-n1cccc1	17	93	-3	25	-7	10	-13	95	85
O=C(c1ccco1)N1CCN(CC2CC3C=CC2C3)CC1 (configuration not stated)	-17	86	10	-5	-2	7	-7	93	98
Cc1ccnc(N(C(=O)c2cccs2)C(=O)c2cccs2)c1	1	87	5	8	1	3	-3	71	95
CCC(=O)NCCc1nc2cc(NC(=O)c3ccc(OC)cc3)ccc2n1C	-12	97	2	2	4	0	0	83	93
CC(C)c1cc(C(=O)NCc2ccco2)no1	19	109	-7	19	-2	2	-3	81	97
COc1ccc(C2NC(=O)NC(C)=C2C(C)=O)cc1 (configuration not stated)	7	99	-3	nt	-4	1	4	97	102
O=C(Nc1cnc2ccccn2c1=O)c1ccc(F)cc1	7	102	5	0	-3	7	-9	86	99
CCOC(=O)C1CCCN(c2c(NCc3ccco3)c(=O)c2=O)C1 (configuration not stated)	nt	99	nt	-1	nt	nt	nt	90	97
Cc1ccccc1-c1nc(CS(=O)(=O)CC(=O)N(C)C2CCCCC2)c(C)o1	12	103	-4	20	0	5	-5	86	100
N#C/C(=C\c1cccc(Cl)c1)c1n[nH]c(Cn2cncn2)n1	8	89	-1	15	-3	-6	8	89	99
CCOC(=O)C(CC)Sc1ncnc2nc[nH]c12 (configuration not stated)	4	112	-17	18	-4	-13	12	84	95
Cc1ccc(S(=O)(=O)Cn2nnnc2C(c2ccccn2)N2CCN(c3ccccc3)CC2)cc1 (configuration not stated)	22	97	-3	7	-5	6	-5	nt	92
COc1ccc(NC(=S)NCc2ccco2)cc1	-7	nt	5	28	0	-6	8	nt	nt
CN(CC(=O)NC1CCCCC1)S(=O)(=O)c1ccc(Cl)cc1	-1	102	-13	8	-2	-1	0	92	100
CCCOc1ccc(C(=O)N2CCN(c3ccc(NC(=O)CC)cc3Cl)CC2)cc1	25	84	-5	13	-3	-6	8	79	100
O=C(O)CCSCc1ccccc1F	nt	102	nt	-7	nt	nt	nt	103	95
CCSc1ncc(/C=N/Nc2ccc(F)cc2)n1C	11	nt	4	2	-1	nt	nt	nt	nt
CN(C)S(=O)(=O)c1cccc(C(=O)OCC(=O)N2c3ccccc3NC(=O)C2(C)C)c1	-9	100	2	22	-3	-5	5	84	96
CCCC(=O)Nc1ccc2oc(-c3ccc(OC)c(Br)c3)nc2c1	nt	85	nt	7	nt	nt	nt	64	83
O=C(Nc1ccc(F)cc1)c1oc2ccccc2c1NC(=O)C1CCCC1	2	102	-3	4	-2	nt	nt	86	98
O=C(NNC(=O)c1ccccc1-n1cccc1)c1ccccc1	23	nt	3	8	-3	-10	7	nt	nt
CCCN(CCC)C(=O)c1ccccc1C(=O)N(CCC)CCC	18	104	1	nt	-2	9	-9	93	92
CCOC(=O)c1ccc(NC(=O)Nc2ccc3c4c(cccc24)C(=O)N3CC)cc1	10	nt	-2	-3	-4	-35	34	nt	nt
Cc1ccnc2ccc(-c3nc4ccccc4o3)cc12	7	30*	4	10	-3	-15	15	60	73
CCOC(=O)N1CCN(C(=O)CN(c2cccc(OC)c2)S(C)(=O)=O)CC1	0	86	-2	6	-4	-3	4	91	97
O=C(CCSCCc1ccccn1)Nc1ccccn1	17	88	0	-3	-4	nt	nt	84	107
COC(=O)C1=C(C)N(C)C(C)=C(C(=O)OC)C1c1ccc(F)c(Br)c1	0	90	2	53*	-3	-14	14	89	89
COc1cc(C(=O)Nc2ccc(-n3cnnn3)c(C)c2)cc(OC)c1OC	1	88	-3	10	-10	-11	11	74	101
COc1ccc(C(=O)NCCNC(=O)c2cc(OCC(F)(F)F)ccc2OCC(F)(F)F)cc1	20	103	0	0	-6	1	0	93	96
CC(=O)Nc1cc(C(=O)N2CCOCC2)ccc1S(=O)(=O)c1ccc(C)cc1	20	113	-1	-8	-5	4	-3	83	102
CC(=O)N(CCP(=O)(c1ccccc1)c1ccccc1)Cc1ccco1	-23	97	0	3	-1	6	-7	100	102
O=C(NCc1ccco1)c1cc(C(=O)C2CC2)c[nH]1	15	nt	-6	0	-5	-7	9	nt	nt
O=C(CSCCO)Nc1cccc2ccccc12	-6	102	-6	-2	-3	1	0	92	93
CC(C)OC(=O)CC(=O)CSc1nc2c(cc1C#N)CCCC2	nt	89	nt	2	nt	nt	nt	68	102

Copied from the list.
`CCOC(=O)N1CCN(C(=O)CN(c2cccc(OC)c2)S(C)(=O)=O)CC1` – PTPN22 act = -2
`CN(C)S(=O)(=O)c1cccc(C(=O)OCC(=O)N2c3ccccc3NC(=O)C2(C)C)c1` – S1P2 blocker = -9

Following part:
SMILES	S1P2 blocker	HUVEC inhibit	PTPN22 act	PostGolgi ctrl	S1P2 ag	sEH activator	sEH inhibitor	H69AR inhibit	Fibroblast inh
CCc1nnc(NC(=O)CSc2nnc(-c3ccccc3OC)n2-c2ccccc2)s1	1	90	3	13	-2	2	-6	80	94
O=C(O)COc1ccccc1C1C2C(=O)N(c3ccc(F)cc3)C(=O)C2ON1c1ccccc1 (configuration not stated)	nt	86	nt	5	nt	nt	nt	100	102
Oc1ccccc1Oc1ncc(Br)c(N2CCOCC2)n1	-1	88	6	1	-3	-3	4	99	84
COc1ccc2c(c1OC)C(=O)N1N=C(c3ccccc3)CC21 (configuration not stated)	11	nt	-8	-4	-8	10	-7	nt	nt
CNC(=S)N(Cc1ccc(OC)cc1)C1CC(=O)N(c2ccc(Cl)cc2)C1=O (configuration not stated)	8	nt	-1	3	-6	4	-5	nt	nt
Cc1nc2c(-c3ccccc3)c(C)nn2c(C)c1CC(=O)O	30	101	1	-3	-5	-3	4	86	100
COc1ccc(CCC(=O)NCCc2cn3c(C)csc3n2)cc1	-3	98	2	7	-3	-7	6	87	92
O=C1c2ccccc2C(=O)N1CCSc1nncs1	-10	98	7	11	-1	nt	nt	96	nt
COC(=O)c1oc2ccc(Br)cc2c1NC(=O)CN1CCN(C)CC1	7	85	1	nt	-9	0	-5	88	92
COc1ccc2c(c1)[nH]c1c(=O)n(CCc3cnc[nH]3)cnc12	18	80	-7	2	-8	11	-9	86	96
COc1ccc(CCNC(=O)C2CCN(S(C)(=O)=O)CC2)cc1OC	-3	97	9	-2	-1	-2	0	92	100
N#CC(=C1CCCC1)c1nc(-c2ccc(Cl)cc2)cs1	-3	108	-3	7	0	-7	6	92	95
CCN1CCN(c2ncnc3c2oc2nc(C)c4c(c23)CC(C)(C)OC4)CC1	2	100	-1	nt	-1	11	-10	82	99
O=C(CSc1nnc(C2CC2)n1-c1ccccc1)NCCc1ccccc1	3	nt	-6	4	-2	2	-4	nt	nt
CC(=O)c1ccc(OCCCN2CCCCC2)cc1	12	88	-2	-2	-1	-2	-1	91	97
O=C(CN1C(=O)c2cccc3cccc1c23)NCC1CCCO1 (configuration not stated)	-1	94	-5	nt	-7	9	-6	101	103
CC1(C)CC(=O)N(CC(=O)NCc2ccccc2)c2ccccc2S1(=O)=O	15	101	8	5	-4	12	-13	101	103
C=CCSc1nc(Cc2ccc(Cl)cc2)nc2ccccc12	-2	nt	-10	10	2	8	-9	nt	nt
Cc1ccc(NC(=O)c2sc3nc4c(c(-c5ccco5)c3c2N)CCC4)cc1	18	39	4	11	-13	-4	6	50	72
O=C(O)CC1CCC(=C(Cl)Cl)C1 (configuration not stated)	13	81	0	2	-7	nt	nt	1.3*	86
O=C(N/N=C\c1ccc(CN(Cc2ccc(Cl)cc2)S(=O)(=O)c2ccccc2)o1)C(=O)Nc1ccc(F)cc1	14	nt	-4	-4	-7	7	-6	nt	nt
Cc1cc(S(=O)(=O)N(C)CCc2ccccc2)ccc1-n1cnnn1	5	91	-7	7	-4	nt	nt	95	95
Cc1ccc(SCCNC(=O)/C=C/c2ccccc2Cl)cc1	-15	nt	-8	4	-4	-72	72	nt	nt
Cn1c(SCC(=O)N2CCOCC2)nnc1-c1ccc(NC(=O)c2ccccc2F)cc1	1	nt	5	7	-3	2	-1	nt	nt
COc1ccc(C=C(C(C)=O)C(C)=O)cc1OC	-5	89	-4	nt	-1	2	-2	22*	103
CCOC(=O)c1c(NC(=O)C2c3ccccc3Oc3ccccc32)sc(C(N)=O)c1C	-17	nt	-7	0	-3	-2	2	nt	nt
Cc1cc(=O)n2nc(N3CCC(C(=O)N4CCN(Cc5ccccc5)CC4)CC3)sc2n1	-6	90	6	-3	-3	-1	6	86	98
CCOc1cc(-c2ccccc2)nc(N)n1	-26	98	3	-3	-6	-1	2	109	103
CC(O)(C#CCN1CCCCC1)c1ccccc1 (configuration not stated)	-7	92	-12	nt	-3	16	-13	86	95
CCOc1c2ccc(C(=O)NCc3ccc4c(c3)OCO4)cc2nn1CC	1	nt	10	0	-5	-5	6	nt	nt
CCc1ccc(C(=O)NCC2COc3ccccc3O2)o1 (configuration not stated)	nt	104	nt	5	nt	nt	nt	95	104
CCOC(=O)c1sc(N)nc1C(C)C	-15	nt	3	9	-7	15	-12	nt	nt
CCOC(=O)Nc1ccccc1N1C(=O)c2ccccc2C1=O	nt	94	nt	8	nt	nt	nt	101	97
O=C(N/N=C\c1ccc(-c2ccccc2[N+](=O)[O-])o1)C1COc2cc3ccccc3cc2O1 (configuration not stated)	0	nt	10	9	-3	0	0	nt	nt
Cc1c(Br)c([N+](=O)[O-])nn1CC(=O)NCc1ccccn1	5	105	-3	-1	1	11	-12	102	94
COc1ccc2[nH]c(=O)c(C(c3nnnn3C3CCCC3)N3CCN(Cc4ccc5c(c4)OCO5)CC3)cc2c1 (configuration not stated)	-18	74	-5	11	-3	13	-16	72	92
COCn1c(-c2cccc(Br)c2)nc2ccccc21	6	95	-5	8	-9	-6	7	69	94
CCOC(=O)NC1(C(F)(F)F)C(=O)N(Cc2ccccc2)C2=C1C(=O)CC(C)(C)C2 (configuration not stated)	0	95	-1	13	-5	-2	4	104	100
COC(=O)c1ccc(OCCN2C3=NCCN3c3ccccc32)cc1	4	93	-12	-1	-6	nt	nt	80	100
Cc1cc(CC(C)C)n(-c2nc3ccccc3c(=O)n2OCC(N)=O)n1	-14	74	6	7	-8	19	-20	nt	76
CCN(CC)S(=O)(=O)c1ccccc1/C=N\O	nt	96	nt	-3	nt	nt	nt	94	98
CCCCOc1ccc(CN2CCC(O)CC2)cc1	13	91	10	3	-4	1	0	88	103
COCCn1c(=O)[nH]c2cc(C(=O)NCC3CCCO3)ccc2c1=O (configuration not stated)	19	99	4	5	-4	nt	nt	95	103

Some of these compounds in order of length of the SMILES, ascending:
SMILES	S1P2 blocker	HUVEC inhibit	PTPN22 act	PostGolgi ctrl	S1P2 ag	sEH activator	sEH inhibitor	H69AR inhibit	Fibroblast inh
CCOC(=O)c1sc(N)nc1C(C)C	-15	nt	3	9	-7	15	-12	nt	nt
N#CC(=C1CCCC1)c1nc(-c2ccc(Cl)cc2)cs1	-3	108	-3	7	0	-7	6	92	95
O=C(CSc1nnc(C2CC2)n1-c1ccccc1)NCCc1ccccc1	3	nt	-6	4	-2	2	-4	nt	nt

Some of the compounds tested; rates above refer to the full screens.
